ADAM17 inh: ADAM17 inhibition, QFRET primary screen; P78536; AID 720648; hit rate 0.83% among 370,000; recombinant ADAM17, EDANS/DABCYL FRET peptide cleavage; inhibition, % at 6.95 µM;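 active = inhibition above the mean of compounds lying between control limits plus 3 SD, set per campaign, cut at about 8.5% in these data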;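 note: 0% = DMSO-only wells as the low control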
PLC-gamma1 inh: PLC-gamma1 (human) inhibition, primary screen; purified PLC-gamma1, fluorogenic substrate, fluorescence; inhibition, % at 12.2 µM; hit rate 0.84% among 370,000; P19174; in the data active = inhibition above about 9.5%
Target sequence (P19174 whole entry, looked up): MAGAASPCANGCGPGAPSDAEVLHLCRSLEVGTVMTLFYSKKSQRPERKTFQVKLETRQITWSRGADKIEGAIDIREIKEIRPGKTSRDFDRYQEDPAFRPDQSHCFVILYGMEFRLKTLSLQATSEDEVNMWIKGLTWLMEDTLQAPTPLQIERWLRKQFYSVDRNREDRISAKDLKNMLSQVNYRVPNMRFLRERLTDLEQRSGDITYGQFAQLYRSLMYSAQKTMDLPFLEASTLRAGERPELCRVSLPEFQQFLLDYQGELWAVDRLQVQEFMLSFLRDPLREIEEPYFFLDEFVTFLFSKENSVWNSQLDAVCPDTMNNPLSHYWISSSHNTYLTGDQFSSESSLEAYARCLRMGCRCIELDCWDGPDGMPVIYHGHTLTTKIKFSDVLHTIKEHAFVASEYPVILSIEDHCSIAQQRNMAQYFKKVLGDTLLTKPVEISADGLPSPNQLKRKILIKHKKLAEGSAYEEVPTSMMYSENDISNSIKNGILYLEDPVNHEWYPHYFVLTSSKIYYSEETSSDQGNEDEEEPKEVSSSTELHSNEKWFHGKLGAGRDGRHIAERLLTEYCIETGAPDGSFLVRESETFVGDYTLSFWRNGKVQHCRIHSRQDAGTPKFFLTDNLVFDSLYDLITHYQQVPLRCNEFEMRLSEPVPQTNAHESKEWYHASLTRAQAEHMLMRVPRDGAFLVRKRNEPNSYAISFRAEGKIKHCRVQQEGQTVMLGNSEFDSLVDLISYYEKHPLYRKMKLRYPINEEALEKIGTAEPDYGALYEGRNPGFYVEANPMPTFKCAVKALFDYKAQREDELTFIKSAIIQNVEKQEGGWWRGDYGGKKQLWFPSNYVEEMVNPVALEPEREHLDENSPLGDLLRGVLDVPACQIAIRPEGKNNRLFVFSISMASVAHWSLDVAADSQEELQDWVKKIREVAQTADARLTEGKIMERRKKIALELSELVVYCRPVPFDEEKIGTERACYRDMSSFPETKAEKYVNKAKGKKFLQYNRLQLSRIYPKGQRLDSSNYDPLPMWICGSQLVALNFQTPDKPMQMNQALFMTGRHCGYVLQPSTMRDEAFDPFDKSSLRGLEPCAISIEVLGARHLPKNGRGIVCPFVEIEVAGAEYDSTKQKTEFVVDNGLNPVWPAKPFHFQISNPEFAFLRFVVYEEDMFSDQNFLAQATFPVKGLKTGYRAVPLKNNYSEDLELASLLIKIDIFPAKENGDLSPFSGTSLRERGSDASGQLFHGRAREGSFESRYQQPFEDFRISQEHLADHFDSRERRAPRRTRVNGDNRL
TDP2 inh: blocks human TDP2 phosphodiesterase activity; O95551; recombinant TDP2, T5PNP hydrolysis, p-nitrophenol absorbance 415 nm; inhibition, % at 12.8 µM; hit rate 0.34% among 370,000; AID 720702;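 active = inhibition above the mean of all tested compounds plus 3 SD, set per campaign, cut at about 25% in these data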;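 note: 0% = DMSO with enzyme and 100% = buffer with substrate but no TDP2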
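Material: recombinant human TDP2; quantity: TDP2 enzyme at 120 nM final; medium: Tris-HCl pH 7.5 with MgCl2; compound: single concentration, 12.8 µM nominal, with 1% DMSO; incubation: 2 h enzyme incubation at 37 °C; signal: epi absorbance; measure: percent inhibition; benchmarks: high control without enzyme, low control DMSO plus TDP2; repeats: singlicate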
Tn6 DDE FP: disrupts Tn6 cyclic peptide binding to fibrin D-Dimer-E complex; P02675; Fibrin DD(E) TRITC-Tn6 fluorescence polarization displacement; inhibition, % at 8.3 µM; hit rate 0.21% among 370,000;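 active = inhibition above a per-campaign cutoff: mean of compounds within control limits plus 3 SD, cut at about 15% in these data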;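 note: 0% = median of all compound wells on the plate and 100% = blocking peptide control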
PLC-beta3 inh: PLC-beta3 (human) inhibition, primary screen. Q01970. Purified PLC-beta3, fluorogenic substrate, fluorescence. inhibition, % at 12.2 µM. hit rate 0.18% among 370,000; in the data active = inhibition above about 11%;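 note: 0% = median of compound wells on plate and 100% = full blocker control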
SIAE primary: blocks human sialic acid acetylesterase; Q9HAT2; SIAE FP-Rh probe binding, fluorescence polarization; inhibition, % at 9.66 µM; hit rate 0.69% among 370,000;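 active = inhibition above a cutoff: mean of compounds within the control limits plus 3 SD of those, cut at about 17% in these data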;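 note: 0% = plate median of compound wells and 100% = probe without SIAE protein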
ADAM10 inh: inhibits human ADAM10; O14672; recombinant ADAM10, EDANS/DABCYL FRET peptide cleavage, 3 h; inhibition, % at 7 µM; hit rate 0.62% among 370,000;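 active = inhibition above a per-campaign cutoff equal to the mean of compounds falling between control-based bounds plus 3 SD, cut at about 20% in these data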;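 note: 0% = DMSO wells while the 100% control is not disclosed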
ARFGAP1 inhibitor: rat ARFGAP1 inhibition; Arfgap1-stimulated ARF1 GTP hydrolysis, GDP FP detection; inhibition, % at 16.5 µM; hit rate 0.26% among 360,000;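 active = inhibition above a per-plate limit, mean inhibition of low control wells plus 3 SD, cut at about 25% in these data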;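 note: 0% = DMSO wells with enzyme and 100% = wells lacking Arfgap1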
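system = rat Arfgap1 catalytic domain, aa 1-136 | technique = FP, GDP Alexa 633 tracer displaced from anti-GDP antibody, 620/688 nm | compound = one concentration, 16.5 µM, DMSO 1.26% | medium = HEPES-based buffer, pH 7.5 | timing = compound-enzyme preincubation 20 min, reaction 120 min, detection 60 min, 25 °C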
ASAP1 inh: inhibitors of human ASAP1 ArfGAP activity. hit rate 0.19% among 360,000. ASAP1-stimulated ARF1 GTP hydrolysis, GDP FP detection. Q9ULH1. AID 624377. inhibition, % at 16.5 µM; in the data active = inhibition above about 25%;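 note: 0% = vehicle with enzyme and substrate and 100% = no enzyme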
DDE Tn7 FP inh: DD(E)-Tn7 binding inhibition, primary FP screen; FP displacement of FITC-Tn7 peptide from fibrin DD(E); 0% = median of compound wells per plate; AID 720508; inhibition, % at 8.3 µM; hit rate 0.13% among 370,000;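 active = inhibition above the mean of compounds falling within the control limits plus 3 SD of them, cut at about 14% in these data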;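 note: 0% = plate median of compound wells and 100% = 10 µM Aha-Tn7 peptide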
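System: human fibrin DD(E); quantity: Fibrin-DD(E) at 2 µM final; also added: fluorescent Tn7 probe at 0.1 µM; compound dosing: single nominal test concentration of 8.3 µM per compound; schedule: 10 min preincubation, 3 h with tracer, room temperature; detection: fluorescence polarization of the labelled Tn7 tracer; repeats: one replicate per compound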
* marks the source's active call; other numbers are inactive results; i = inactive; . = no result given.

SMILES	ADAM17 inh	PLC-gamma1 inh	TDP2 inh	Tn6 DDE FP	PLC-beta3 inh	SIAE primary	ADAM10 inh	ARFGAP1 inhibitor	ASAP1 inh	DDE Tn7 FP inh
CC(C)c1ccc(OCC(=O)NCc2n[nH]c(=O)c3ccccc23)cc1	0	1	-12	-2	-5	1	-10	-5	10	2
O=C(NC(Cc1ccccc1)C(=O)O)/C(=C\c1ccco1)NC(=O)c1ccco1 (stereo not drawn)	-1	-15	4	-5	-16	9	-6	-2	-4	-1
O=C(C1CC(=O)N(c2ccc3c(c2)OCCO3)C1)N1CCN(Cc2ccccc2)CC1 (stereo not drawn)	0	1	-7	3	-7	-1	0	-6	-13	0
CC(=O)Nc1ccc(NC(=O)c2ccc(N(C)S(=O)(=O)c3ccc(C)cc3)cc2)cc1	-5	0	8	3	-5	-4	2	-5	-19	-3
CC(C)c1ccc(Nc2n[nH]c(=S)s2)cc1	-5	2	-7	0	4	2	3	1	-4	-4
Cc1ccc(C)c(N(CC(=O)NC2CCCCC2)C(=O)c2csnn2)c1	-2	0	0	-4	-28	-2	-2	15	0	-3
CC(=O)N1CCN(C(=O)c2cc(S(=O)(=O)N(C)c3ccc(F)cc3)ccc2Cl)CC1	0	5	-1	-2	-18	-1	-4	7	-13	-14
CC(C)c1nnc(NC(=O)CCC(=O)N2CCN(c3ccccc3F)CC2)s1	7	1	-8	-11	-11	-4	0	12	-6	2
CN1Cc2nnn(Cc3ccccc3)c2-c2ccccc2S1(=O)=O	-7	0	5	1	2	5	-2	.	.	0
Cc1nc(-c2ccc(NC(=O)C3CC3)cc2)cs1	-1	-3	15	5	-4	0	-6	-8	-1	-3
COc1ccc(NC(=O)CSc2nc3scc(C)c3c(=O)[nH]2)cc1	-6	1	-4	1	-9	7	-4	-5	8	5
CC(C)/C=C1\CC/C(=C\c2ccc(N(C)C)cc2)C1=O	0	-43	-3	6	-42	-6	-1	-9	7	-15
Cc1ccc(C)c(OCc2ccc(C(=O)N3N=C(C(F)F)CC3(O)C(F)F)o2)c1 (stereo not drawn)	0	-30	1	-1	-36	12	3	11	5	1
Cc1cc(OCC(=O)Nc2ccc(CN3CCCCC3)cc2)ccc1Cl	1	-2	6	-1	1	-2	3	3	7	-1
COc1cc(OC)cc(C(=O)N[C@H](C(=O)OCC(=O)Nc2ccc(F)c(F)c2F)C(C)C)c1	-4	0	-5	0	-2	4	0	1	14	-1
COc1cccc(Oc2coc3c(CN4CCOCC4)c(O)ccc3c2=O)c1	i	i	11	-2	i	-5	i	0	2	2
O=C(CCn1nnc2ccccc21)N1CCN(c2ccccc2F)CC1	-1	1	8	-5	-1	-1	-2	.	.	6
COc1ccc(N2CCN(C(=O)c3nn(C)c4c3CS(=O)(=O)c3ccccc3-4)CC2)cc1	-1	2	-1	-4	-2	12	0	10	-10	5
CCOC(=O)[C@@]12CN(C(=O)OC(C)(C)C)CC=C1N(Cc1ccc(OC)cc1)C(=O)[C@H]2CC(=O)NCc1ccccc1	0	-2	0	-11	0	4	-2	.	.	8
Cc1ccsc1/C=N/NC(=O)C1C(=O)NCC1c1ccccc1 (stereo not drawn)	-3	0	6	-3	-2	6	11	-2	-3	-3
COc1ccc(S(=O)(=O)Nc2ccc3c(c2)C(=O)N([C@H](C)CO)C[C@H](C)[C@@H](CN(C)S(=O)(=O)c2cccs2)O3)cc1	1	1	6	3	3	-5	3	-12	1	2
COc1ccc(/C=C/C(=O)NC(=S)N2CCN(C)CC2)cc1	0	3	-1	-1	2	-3	2	16	-20	-3
Cc1cc(=O)[nH]c(/N=C(\N)Nc2ccc(Oc3ccccc3)cc2)n1	-7	1	-14	2	-10	-5	-3	9	6	5
CCCC(=O)N1CCN(c2ccc(NC(=O)c3ccc(N4CCCC4)c([N+](=O)[O-])c3)cc2Cl)CC1	-7	3	-15	-6	-8	-5	-1	6	19	4

6 entries from above, arranged by the value under ADAM10 inh, highest first:
structure	ADAM10 inh
Cc1ccsc1/C=N/NC(=O)C1C(=O)NCC1c1ccccc1 (stereo not drawn)	11
COc1ccc(S(=O)(=O)Nc2ccc3c(c2)C(=O)N([C@H](C)CO)C[C@H](C)[C@@H](CN(C)S(=O)(=O)c2cccs2)O3)cc1	3
COc1ccc(N2CCN(C(=O)c3nn(C)c4c3CS(=O)(=O)c3ccccc3-4)CC2)cc1	0
CC(C)/C=C1\CC/C(=C\c2ccc(N(C)C)cc2)C1=O	-1
CC(=O)N1CCN(C(=O)c2cc(S(=O)(=O)N(C)c3ccc(F)cc3)ccc2Cl)CC1	-4
Cc1nc(-c2ccc(NC(=O)C3CC3)cc2)cs1	-6

In the list so far, two contain a furan ring, fused or not:
SMILES	ADAM17 inh	PLC-gamma1 inh	TDP2 inh	Tn6 DDE FP	PLC-beta3 inh	SIAE primary	ADAM10 inh	ARFGAP1 inhibitor	ASAP1 inh	DDE Tn7 FP inh
O=C(NC(Cc1ccccc1)C(=O)O)/C(=C\c1ccco1)NC(=O)c1ccco1 (stereo not drawn)	-1	-15	4	-5	-16	9	-6	-2	-4	-1
Cc1ccc(C)c(OCc2ccc(C(=O)N3N=C(C(F)F)CC3(O)C(F)F)o2)c1 (stereo not drawn)	0	-30	1	-1	-36	12	3	11	5	1

Next section:
SMILES	ADAM17 inh	PLC-gamma1 inh	TDP2 inh	Tn6 DDE FP	PLC-beta3 inh	SIAE primary	ADAM10 inh	ARFGAP1 inhibitor	ASAP1 inh	DDE Tn7 FP inh
COc1ccc(/C(O)=C2/C(=O)C(=O)N(c3ccccn3)C2c2ccc(F)cc2)cc1 (stereo not drawn)	2	-5	8	-1	-13	4	1	10	10	-10
O=C(CSc1ccc2nnc(-c3cccnc3)n2n1)c1ccccc1	1	0	-3	-1	0	-5	1	4	5	-3
Cn1cc(CCC(=O)NCc2cccc(Cl)c2)c2ccccc21	1	1	9	2	-8	3	2	-3	-9	-4
O=C(NCCC1CCCCN1S(=O)(=O)c1ccc(F)cc1)C(=O)NCC1CCCO1 (stereo not drawn)	-5	5	2	5	1	-2	-2	5	0	-4
c1ccc(N2CCN(CCc3nnc4n3CCCCC4)CC2)cc1	-3	0	1	1	2	0	3	-5	-7	2
O=C1NC(c2ccccc2)C(C(=O)c2cccs2)C(O)(C(F)(F)F)N1 (stereo not drawn)	-1	-3	5	-1	2	-1	2	-8	-7	5
O=C(OCc1cccc([N+](=O)[O-])c1)c1cccnc1Cl	2	1	-8	-4	-11	3	-3	9	-4	1
Cc1cc(C)cc(NS(=O)(=O)c2ccc3[nH]c(=O)[nH]c3c2)c1	-2	0	2	10	0	-9	-8	-12	-5	6
Cc1nc2ccccc2n1C1CC(=O)N(Cc2ccccc2)C1=O (stereo not drawn)	-2	-3	1	-2	0	-2	-7	10	5	0
Cn1cnnc1Sc1ccc(S(C)(=O)=O)cc1[N+](=O)[O-]	0	0	6	0	-8	6	0	2	-1	-2
CCOc1ccc(N=C2NC(=O)S/C2=C\c2ccc(OC)cc2)cc1	-1	-3	3	0	-4	-12	2	1	-4	0
CC1(C)CC(=O)C2=C(C1)Oc1nc3ccccc3cc1C2C(C#N)C#N (stereo not drawn)	-5	-9	-1	-3	-14	-3	-10	0	-2	-1
O=P(CCC(F)(F)F)(CCC(F)(F)F)CCC(F)(F)F	4	7	-6	3	3	-1	9	2	4	-2
O=C(Nc1ccccc1)OCc1cc(-c2ccc(Cl)cc2)on1	1	-3	-16	8	0	7	7	4	-8	4
Cc1cccc(C)c1NC(=O)C(c1ccc(C(F)(F)F)cc1)n1c(=O)c(-c2ccccc2)nc2ccccc21 (stereo not drawn)	-10	-3	5	-4	-4	-47	-22	7	15	3
O=C(NCc1ccncc1)Nc1ccccc1	-2	-1	-4	-4	4	-5	3	-5	9	0
Cc1ccc(NC2CCCN(C(=O)c3cc4ncccn4n3)C2)cc1C (stereo not drawn)	-4	-2	1	5	-10	5	-9	-1	-4	-4
O=C(Nc1ccc(F)cc1)c1cn(-c2ccccc2)nc1-c1ccncc1	-3	0	-5	4	1	-9	-6	2	5	2
CCCCN(C)C(=O)c1ccc(S(=O)(=O)N2CCOCC2)cc1	-2	2	-3	-9	10	0	-8	8	-5	-6
Cc1cc(NC(=O)c2ccc(Br)c(S(=O)(=O)N3CCCC3)c2)no1	-1	0	1	3	4	-4	-8	0	-1	2
CC(=O)c1sc(NC(=O)c2cc(S(=O)(=O)N3CCOCC3)ccc2F)nc1C	-2	-21	7	-2	-31	-9	-28	-6	-12	-8
O=C1C(=Cc2cn(-c3ccccc3)nc2-c2ccc(OCc3ccccc3)cc2)SC(=S)N1CCS(=O)(=O)O	5	-8	-2	-16	-21	-97	29*	5	-2	-2
CN(c1ccccc1)C1CCCCC1NS(=O)(=O)c1ccc(Cl)cc1 (stereo not drawn)	6	3	2	-4	2	3	14	0	-5	7
COc1ccc(C(=O)O)nc1C	-4	0	11	1	-1	21*	5	-2	8	7
O=C(NC1CCSc2ccccc21)c1ccccc1F (stereo not drawn)	3	3	-22	3	0	3	6	3	0	-7
COc1cc(Br)cc(CN2CCN(C=O)CC2)c1O	-3	2	1	2	-2	4	-3	15	11	-5
CC1(C(=O)NCc2cccc3ccccc23)CCN1C(=O)C1(c2ccccc2)CCCC1 (stereo not drawn)	1	-1	-1	6	0	3	5	0	2	-1
CCC(=O)Nc1ccc(Oc2ccc(NC(=O)CC)c(NC(=O)CC)c2)cc1	-2	-2	-3	0	-8	1	-11	3	18	-2

Assay outcomes (PubChem)
